# TRAIL sens C8 – caspase-8 TRAIL sensitization. NB7+C8 cells + TRAIL, ATPlite viability luminescence. inhibition (viability loss, TRAIL sensitization), % at 10 µM. hit rate 1% among 360,000. AID 624354;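 active means compounds causing at least 50% loss of cell viability in the single-dose screen, relative to plate controls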
# NR2E3 ag-1 – activates human photoreceptor nuclear receptor NR2E3; inhibition of corepressor binding, % at 4.78 µM; AID 2300; GST-NR2E3/biotin-RetCOR TR-FRET, 1536-well; Q9Y5X4; hit rate 0.12% among 320,000;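 active means percent inhibition above the cutoff of mean plus 3 SD of all tested compounds, set per screening campaign, cut at about 20% in these data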;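 further: 0% = DMSO wells and 100% = biotin wells as full block of FRET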
# Target sequence (Q9Y5X4 whole entry, looked up): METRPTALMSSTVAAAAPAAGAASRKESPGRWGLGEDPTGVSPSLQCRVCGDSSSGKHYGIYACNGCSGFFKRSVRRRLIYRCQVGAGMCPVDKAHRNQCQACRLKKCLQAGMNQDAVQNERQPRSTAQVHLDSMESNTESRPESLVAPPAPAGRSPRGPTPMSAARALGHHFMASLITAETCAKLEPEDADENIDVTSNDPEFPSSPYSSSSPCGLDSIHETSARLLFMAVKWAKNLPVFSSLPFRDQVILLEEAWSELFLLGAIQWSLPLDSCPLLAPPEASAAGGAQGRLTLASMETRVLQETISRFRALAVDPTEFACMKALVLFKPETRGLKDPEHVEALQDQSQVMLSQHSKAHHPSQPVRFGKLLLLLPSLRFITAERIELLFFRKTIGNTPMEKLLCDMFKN
#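 Material: NR2E3–RetCOR corepressor complex | Quantity: 1.35 nM GST-tagged NR2E3 final | Schedule: 5 h at 4 °C | Replication: Singlicate compound wells | Reagent: RetCOR corepressor, biotinylated, 7 nM | Controls: Biotin wells as high control, 0.6% DMSO wells as low control | Signal: TR-FRET, Eu(K)-anti-GST donor, streptavidin-D2 acceptor, ex 340, em 617/671 nm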
# iPSC survival up – hiPSC single-cell survival enhancement | ATPlite luminescence; 100% = ROCK inhibitor wells, 0% = DMSO | survival enhancement, % at 20 µM | hit rate 0.044% among 360,000 | AID 602274; in the data active means survival enhancement above about 18%;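 further: cells exposed to compounds for 16 hours before the ATP read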
# CF NFkB block – inhibitors of cystic fibrosis induced NF-kB; KKLEB NF-kB-GFP reporter, PAF-induced, GFP fluorescence overnight; hit rate 0.86% among 360,000; inhibition, % at 5 µM;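 active means at least 50% inhibition at 5 µM, scaled per plate between neutral and stimulator controls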;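 further: PAF is a Pseudomonas aeruginosa culture filtrate used as stimulus; plate controls were PAF-stimulated DMSO wells for no effect and unstimulated DMSO wells for full effect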
# TRPM1 prom inh – MITF TRPM1 promoter inhibition in SK-MEL-5 cells; inhibition, % at 12.5 µM; AID 488899; hit rate 0.83% among 330,000; SK-MEL-5 TRPM1 promoter luciferase, 24 h;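 active means mean inhibition across replicates of 60% or more, whatever share of single replicates reaches that level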; further: values of inactives mirror those of a sister screen read the other way
# NR2E3 ag-2 – agonists of human NR2E3 nuclear receptor; hit rate 0.35% among 360,000; Q9Y5X4; AID 602229; CHO-S Gal4-NCOR/VP16-NR2E3 two-hybrid, luciferase; inhibition of corepressor binding, % at 3.98 µM;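 active means inhibition above the mean of all tested compounds plus 3 SD, cut at about 70% in these data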;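 further: 0% = DMSO with NR2E3 transfected cells and 100% = cells lacking NR2E3 construct; higher means lower luciferase signal from less NR2E3 corepressor binding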
# Peg3 promoter – Peg3 promoter activity inhibition; AID 588405; inhibition, % at 20 µM; hit rate 1.7% among 360,000; HeLa PEG-Prom luciferase reporter, luminescence, overnight;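 active means inhibition of at least 50% at 20 µM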
# Shn3 3UTR inh – inhibitors of Schnurri-3 3'UTR reporter in osteoblasts | Clone20 osteoblast Shn3 3'UTR firefly luciferase, 24 h | inhibition, % at 12.5 µM | hit rate 0.52% among 360,000;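 active means mean inhibition of at least 75% with every replicate also reaching 75%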;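 further: 0% = median of neutral control wells and 100% = pilot-screen positive control compound; some compounds past the cut are filed as inactive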
# HIF-2a inh – inhibitors of HIF-2a | 786-0 RCC cells HIF-2a reporter, luciferase luminescence, overnight | hit rate 0.72% among 360,000 | inhibition, % at 18.8 µM;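 active means inhibition of the luminescence signal of 40% or more relative to plate controls, in a single-dose primary screen at 18.75 µM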
# EBV LMP1 NFkB – inhibitors of Epstein-Barr LMP1-induced NF-kappaB reporter | LMP1-induced NF-kappaB luciferase reporter cells, luminescence | inhibition, % at 12.5 µM | hit rate 0.69% among 350,000 | AID 504558; in the data active means inhibition above about 41%;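 further: 0% = neutral control wells and 100% = reference inhibitor control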
# KKLEB tox – counter-screen for CF NF-kB inhibitors: cytotoxicity. AID 602141. hit rate 0.36% among 360,000. KKLEB CF airway cells viability, ATPlite luminescence, overnight; stronger effect = lower value; cells stimulated with P. aeruginosa culture filtrate. activity change (cytotoxicity), % at 5 µM;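 active means corrected activity change at or below -50% at 5 µM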
# Numbers without * were called inactive; / = no result given.
Molecule	TRAIL sens C8	NR2E3 ag-1	iPSC survival up	CF NFkB block	TRPM1 prom inh	NR2E3 ag-2	Peg3 promoter	Shn3 3UTR inh	HIF-2a inh	EBV LMP1 NFkB	KKLEB tox
CCc1cccc(C)c1NC(=O)C1CCCN1C(=O)NCc1ccccc1 (stereo not given)	6.3	-1.1	-0.3	16.2	-2.0	1.3	18.0	0.2	10.0	-0.6	-2.3
CN1C(=O)[C@H]2[C@@H](C3CC3)N3C(=O)CN(CCO)C(=O)[C@@]3(Cc3ccccc3)[C@H]2C1=O	-2.7	1.0	0.8	11.0	4.5	-2.3	3.1	-13.7	13.6	-6.1	-13.2
Cc1oc(-c2ccccc2F)nc1CS(=O)CC(=O)NC1CC1 (stereo not given)	-3.5	1.2	-0.2	-10.8	-0.6	-16.7	-5.0	-8.7	10.9	-2.5	2.7
COc1ccc(Br)cc1C(=O)CCC(=O)OCC(=O)Nc1cc(C(N)=O)cc(C(N)=O)c1	-12.1	/	0.3	8.7	3.8	5.5	-7.0	7.6	0.5	-2.6	-1.5
CS(=O)(=O)c1ccc(N2CCOCC2)c(S(C)(=O)=O)c1	-2.2	4.7	-0.7	-0.6	-5.9	-27.8	11.7	-14.2	6.0	0.6	5.9
Cc1nn(-c2ccccc2)c2nc(C(F)(F)F)[nH]c(=O)c12	1.1	3.2	-1.4	2.1	-0.2	-7.7	8.1	17.7	9.4	-3.5	6.8
O=C(CC1(C(=O)O)CCCC1)N1CCOCC1	2.9	-1.3	-1.9	-14.2	10.2	-18.0	3.6	2.9	13.9	2.8	13.1
Cc1ccc(NC(=O)COc2ccc3c(c2)OCO3)c(Cl)c1	27.4	-0.2	-0.3	-54.4	-97.0	-23.2	-468.5	-95.9	-318.1	-62.8	-10.8
CC(C)(O)C#Cc1ccc(CN2CCN(Cc3ccsc3)C(CCO)C2)cc1 (stereo not given)	-6.3	3.7	-2.8	-17.1	6.1	-0.8	10.8	6.4	9.6	0.5	21.3
CC(C)(CNC(=O)c1ccc(-c2ccccc2Cl)o1)N1CCOCC1	12.3	-1.1	-0.5	11.2	-71.8	-37.8	-199.5	-95.0	-203.2	-40.5	-8.3
O=C(c1ccc2c3c(cccc13)CC2)C1CCCN(C(=O)c2cc[n+]([O-])cc2)C1 (stereo not given)	-11.1	3.0	-1.5	9.4	9.9	0.9	9.2	-3.5	22.5	3.3	-8.5
COc1ccc(C(=O)Oc2ccc(F)cc2C(=O)/C=C/c2ccc(OC)c(OC)c2)cc1	11.0	-0.4	-0.5	12.5	5.7	-15.0	18.6	15.7	3.7	1.9	-15.3
C[C@H]1CN([C@@H](C)CO)C(=O)CCCn2cc(nn2)CO[C@@H]1CN(C)C(=O)Nc1ccc(F)cc1	-9.6	/	-1.2	11.0	/	-23.7	-2.5	5.0	2.5	-5.5	7.0
Cc1ccc(-c2nnn(CCC(=O)NC3CCCC3)n2)cc1	2.8	-0.7	-0.2	4.2	-12.8	-8.4	-7.5	16.6	-29.8	-17.9	2.4
O=C(Nc1ccccc1C(=O)N/N=C/c1ccc(O)cc1)c1ccccc1	78.7*	1.8	-0.3	-15.6	-65.6	-43.2	-177.6	-72.0	-219.2	-9.0	-43.5
O=C(COC(=O)c1ccccc1F)c1ccc(-n2nncc2-c2ccco2)cc1	-13.8	2.1	10.0	9.1	-9.0	-43.6	-21.0	-13.9	-6.1	1.5	2.2
Cc1sc(NC(=O)CCC(=O)O)c(C#N)c1C	-4.3	1.3	-0.3	3.4	-2.1	-12.0	-3.3	-14.6	14.7	-1.4	-2.8
Cc1cc(NC(=O)Cn2nc3c(cc2=O)CCCC3)ccc1Br	-11.1	4.3	-0.4	-11.4	3.5	-2.6	14.7	-3.8	18.5	4.8	7.4
O=C(c1cc(C2CCCCN2C(=O)OCCF)on1)N1CCOCC1 (stereo not given)	-5.7	/	-0.2	-3.8	/	-36.0	6.4	-8.6	6.7	/	-0.1
Cc1nc2ccc(C(=O)NCCCn3ccnc3)cn2c1N(C)CC1CCCCC1	-3.7	/	-1.6	3.8	/	-18.6	27.5	14.1	17.3	/	-7.8
CCOC(=O)c1c(CN2CCN(C)CC2)n(-c2ccccc2)c2cc(Br)c(O)cc12	-0.8	-4.3	-0.3	12.1	30.2	-0.5	31.8	17.4	21.4	-24.5	-14.3
O=c1oc2c3c(nn2c2ccccc12)CCCC3	-4.8	2.5	-0.2	-2.9	0.5	3.9	3.5	12.8	-18.6	-4.8	7.5
COc1ccc(N2CCN(C(=O)CCc3nnc4ccc(N5CCCC5)nn34)CC2)cc1	-2.6	-1.2	-0.3	-6.6	-8.8	-7.4	-4.9	0.4	2.1	-1.1	-3.5
COc1ccccc1Cc1c(-c2ccc(C)cc2)nc2ccc(Cl)cn12	0.7	/	1.2	21.0	/	-56.2	-233.1	-41.1	-259.9	/	-4.1
COc1ccc(CCNC(=O)c2ccc(F)c(S(=O)(=O)N3CCCCC3)c2)cc1	0.6	/	-1.9	8.4	/	3.1	14.4	9.5	12.0	4.5	-3.7
COc1cccc(-n2nnnc2SCC(=O)N2CCCc3ccccc32)c1	-12.8	-2.5	-0.1	-7.3	6.8	-0.3	17.2	-23.4	-21.0	-14.7	-17.9
Cc1cc(C)cc(N2C(=O)CC(N(C(=O)c3ccco3)c3cc(C)cc(C)c3)C2=O)c1 (stereo not given)	-5.7	-1.2	1.9	-3.4	1.9	0.4	15.9	2.1	9.7	-9.3	6.6
CCCCn1cnc2c(SCc3ccccc3Cl)nc(N)nc21	5.2	/	6.6	14.0	-24.1	-28.4	-40.6	14.9	-86.0	-3.3	-5.4
CC(C)OCC(O)CSc1ccccn1 (stereo not given)	2.5	1.8	3.6	12.9	-13.2	5.0	-0.3	-14.0	-1.5	0.3	15.6
COc1ccc(Oc2ccc(S(=O)(=O)N3CCCCC3)cc2S(=O)(=O)N2CCCCC2)cc1	17.7	0.3	-0.7	-6.4	6.3	-1.1	20.5	22.9	17.7	0.7	-8.4
O=C(NC1CCC(O)CC1)c1ccc(Br)o1 (stereo not given)	-16.4	/	6.7	-33.4	-11.5	-13.7	5.8	-5.9	7.8	-0.9	23.9
Nc1nc(NCc2ccccc2)n(-c2ccccc2)n1	6.7	-3.5	-0.7	0.8	-3.4	-24.9	10.0	2.4	13.7	6.2	2.9
O=C(COC(=O)c1ccc2c(c1)OCCO2)NC1CCCCC1	16.4	2.2	2.0	-5.3	-4.3	8.7	-36.0	5.8	-13.0	2.3	-0.9
COC(=O)c1cc2occc2n1Cc1nc(-c2cccc(Cl)c2)oc1C	3.1	4.2	-0.2	26.8	/	-7.8	14.3	1.8	-6.3	-12.4	-13.6
O=C(/C=C/c1ccc([N+](=O)[O-])cc1)Nc1cccc(S(=O)(=O)NC2=NCCCCC2)c1	37.0	/	-1.7	1.7	6.0	0.5	-46.9	7.8	-152.1	5.0	-5.0
COC(=O)c1cc(C)nc2c1C(=O)C(=O)C=C2N1CCOCC1	92.1*	38.4*	-0.4	88.3*	84.0*	19.8	100.1*	98.9*	82.6*	13.5	-58.1*
CCNC(=O)COC(=O)C1CCC(=O)N(c2ccc(OC)cc2)C1c1ccc(OC)cc1 (stereo not given)	-2.1	5.0	2.5	-2.5	4.5	-13.4	5.0	-9.4	7.4	-3.9	-0.3
CNC(=O)c1nn(C)c(=O)[nH]c1=O	-7.3	/	1.6	-2.4	0.8	-34.2	12.4	-30.9	9.8	5.9	3.9
COC(=O)c1ccc(Cl)c(NC(=O)NC23CC4CC(CC(C4)C2)C3)c1	21.8	1.1	-0.8	-7.7	3.8	19.0	8.0	36.6	19.4	-2.9	-1.1
CC(=O)Nc1ccc(NC(=O)C(C)OC(=O)c2cccc(S(=O)(=O)N3CCCC3)c2)cc1 (stereo not given)	-18.9	-3.9	0.5	0.3	-0.6	-11.9	-1.8	2.8	3.8	0.4	5.9
Nc1cc2c(cc1Cl)-c1ccc(Cl)cc1C2	-1.8	/	1.6	-5.0	/	-18.0	-168.4	-62.8	-243.2	/	-3.8
CCc1nc2c(OCc3ccc(Cl)cc3)cccn2c1N(C)C(=O)C1CC1	-7.7	/	0.6	-20.7	/	11.1	9.9	1.5	-6.0	/	-0.2
NC(=S)N/N=C/c1c[nH]c2ccccc12	-3.6	-3.2	-0.8	11.0	1.1	-35.8	-3.2	/	-39.5	-12.5	0.1
COc1ccc2oc(=O)c(C(=O)N3CCCC3)cc2c1	-13.8	0.9	0.0	-12.3	-11.0	4.8	7.8	10.0	14.7	6.7	14.8
CCOC(=O)C1=C(C2=CCCCC2)c2ccc(OC)cc2N(S(=O)(=O)C(F)(F)F)C1C(=O)OCC (stereo not given)	-2.4	/	-2.5	27.3	11.1	-0.8	-12.6	-3.3	-1.3	31.9	-11.9
O=C(c1cc(C(=O)NCCc2ccccc2)c(=O)n(CCc2ccccc2)c1)c1cc(Cl)ccc1O	-2.4	-3.4	-1.5	35.7	-6.9	17.6	51.9*	43.8	10.0	4.5	-24.1
Cc1cc(C)c(C(=O)C(C)OC(=O)c2ccc(Cl)nc2)cc1C (stereo not given)	-11.3	-4.8	1.2	-6.4	1.8	-10.9	-6.3	-6.1	0.5	1.8	-2.3
Cc1c(Br)c(C(=O)N2CCc3ccccc32)nn1C	8.6	2.3	-0.9	-25.8	-50.5	-71.8	-213.1	-96.6	-236.9	-15.1	11.9
CC(=O)Nc1ccc(-c2csc(NC(=O)c3ccc(C)o3)n2)cc1	2.2	2.3	2.5	-14.0	-12.7	-17.8	-93.1	2.7	-144.4	3.4	-4.8
COc1cccc(C(O)c2nc(-c3ccc(C)c(C)c3)cs2)c1 (stereo not given)	0.6	/	-1.0	17.1	/	-14.8	-2.5	-23.7	-46.5	/	-7.6
COc1ccc(CC(=O)OCC(=O)N2CCN(S(=O)(=O)c3ccc(C)cc3C)CC2)cc1	-0.1	-0.6	-0.5	-0.5	-1.0	-13.1	2.0	-16.3	4.3	69.1*	-2.0
Cc1[nH]c2ccccc2c1C(=O)C(=O)NC1CC(=O)N(c2ccc(F)cc2)C1 (stereo not given)	-25.5	2.9	0.1	-2.8	6.5	-15.2	-1.1	-2.5	6.4	2.3	8.1

# Sorted by value in EBV LMP1 NFkB (descending): some entries from above
Structure,EBV LMP1 NFkB
COc1ccc(C(=O)Oc2ccc(F)cc2C(=O)/C=C/c2ccc(OC)c(OC)c2)cc1,1.9
Cc1cc(C)c(C(=O)C(C)OC(=O)c2ccc(Cl)nc2)cc1C (stereo not given),1.8
CCc1cccc(C)c1NC(=O)C1CCCN1C(=O)NCc1ccccc1 (stereo not given),-0.6

# Compound activity from PubChem BioAssay.

# These rows are one share of the data. The share of hits here may be higher or lower than overall.
